NCI-60 one-dose screen, 48 h, at 10 µM unless noted. Numbers give growth in % (100 = growth as untreated, 0 = no growth, -100 = all killed).
OVCAR-4: OVCAR-4 ovarian cancer cells; actives 3.7% (n = 80,000); AID 1794784
SK-OV-3: SK-OV-3 ovarian cancer cells; actives 3.2% (n = 80,000)
OVCAR-3: OVCAR-3 ovarian cancer; AID 1794787; actives 7% (n = 79,000)
ACHN: ACHN renal cancer; actives 4.9% (n = 81,000)
OVCAR-8: OVCAR-8 ovarian cancer | actives 4.4% (n = 81,000)
IGROV1: IGROV1 ovarian cancer | actives 4.7% (n = 79,000)
RXF 393: RXF 393 renal cancer cells; actives 6.9% (n = 77,000); AID 1794773
OVCAR-5: OVCAR-5 ovarian cancer | actives 2.9% (n = 82,000) | AID 1794783
A498: A498 renal cancer cells. actives 5.4% (n = 76,000). AID 1794774
* marks the source's active call; other numbers are inactive results; x = not tested or not shown; & = joins results of further samples. The calls were made as follows: active = growth percent below 10; inactive = the rest. Rows are unselected; about 11% have a hit in one of these screens.

SMILES	OVCAR-4	SK-OV-3	OVCAR-3	ACHN	OVCAR-8	IGROV1	RXF 393	OVCAR-5	A498
Cn1cccc1C(=O)C1C(c2ccc(Cl)cc2)C2CCCN2C12C(=O)Nc1ccccc12 (centres undefined)	93	95	101	92	93	84	100	101	94
C=CCC(CC=C)(C(=O)OCC)C(=O)OCC	107	108	102	x	113	104	118	93	84
Cc1ccc2oc(-c3ccc(O)cc3)cc(=O)c2c1	97	118	106	102	90	107	108	113	94
Fc1cccc(F)c1C#Cc1ccc2cccnc2c1	75	96	83	89	87	56	101	136	100
Nc1ccc(-c2ccc(N)c([N+](=O)[O-])c2)cc1[N+](=O)[O-]	x	103	104	97	108	84	91	100	99
O=Nc1ccc(NO)cc1	109&103	129&95	103&90	96&104	102&97	101&107	119	103&112	84&77
CC(C)(C)[Si](C)(C)OC1[C@@H](CNC(=O)NC(=O)CCl)O[C@@H](n2cnc3c(N)ncnc32)[C@H]1O[Si](C)(C)C(C)(C)C (some centres undefined)	-55*	92	-91*	-96*	-48*	-62*	-13*	-38*	-13*
C[C@H]1c2[nH]c3ccccc3c2C[C@H]2C(=O)N(CCCCCCC(=O)NO)CC(=O)N21	97	101	80	90	65	93	93	81	83
CC(=O)O[C@H]1CC[C@]2(C)[C@H]3CC=C4[C@@H]5[C@@H](C)[C@H](C)CC[C@]5(C(=O)OCC(COC(=O)C(Cl)Cl)(COC(=O)C(Cl)Cl)NC(=O)C(Cl)Cl)CC[C@@]4(C)[C@]3(C)CC[C@H]2C1(C)C	63	80	68	61	75	93	76	85	109
N#Cc1c(-c2ccc(Cl)cc2Cl)c(C(N)=O)c(N)n(Cc2nc3ccccc3[nH]2)c1=O	98	94	x	95	97	60	95	111	102
O=C(CCl)N1CCN(C/C=C/c2ccccc2)CC1	82	100	116	96	80	41	86	111	94
COc1cc(-c2nc(-c3nnc(-c4ccccc4Cl)o3)c3ccccn23)cc(OC)c1OC	77	85	86	68	48	111	91	93	84
CN1N=C2c3cn(C)cc3CCC2C1=O (centres undefined)	96	107	122	104	102	114	107	x	120
CCOC(=O)N(Cc1ccccc1)Cc1ccccc1	100	97	120	101	102	78	110	96	131
O=C(OCCO)c1ccccc1	96	109	118	91	97	109	103	88	105
c1nc2nonc2nc1C12CC3CC(CC(C3)C1)C2	82	80	84	98	89	87	65	85	69
COc1ccc(N2CCN(c3nc(-c4ccncc4)nc4sc5c(c34)CCCCCC5)CC2)cc1	89	99	90	80	94	97	x	98	93
CCCC/C=N/N1C(=S)N(Cc2ccccc2)[C@]23OC(N)=C(C#N)[C@]12C(=O)c1ccccc13	104	91	101	99	85	104	101	114	x
CCOP(=O)(OCCCl)c1nc(-c2ccc(C)cc2)oc1NCc1ccccc1 (centres undefined)	68	91	75	80	79	62	84	98	99
CCCCCCCCCCCCCCCCNC(=S)N/N=C/c1ccccc1OCC	112	94	110	103	x	111	103	101	84

Given as comma-separated lines: entries from further up
Molecule,OVCAR-4,SK-OV-3,OVCAR-3,ACHN,OVCAR-8,IGROV1,RXF 393,OVCAR-5,A498
Cc1ccc2oc(-c3ccc(O)cc3)cc(=O)c2c1,97,118,106,102,90,107,108,113,94
Fc1cccc(F)c1C#Cc1ccc2cccnc2c1,75,96,83,89,87,56,101,136,100
Nc1ccc(-c2ccc(N)c([N+](=O)[O-])c2)cc1[N+](=O)[O-],x,103,104,97,108,84,91,100,99
O=Nc1ccc(NO)cc1,109&103,129&95,103&90,96&104,102&97,101&107,119,103&112,84&77
CC(C)(C)[Si](C)(C)OC1[C@@H](CNC(=O)NC(=O)CCl)O[C@@H](n2cnc3c(N)ncnc32)[C@H]1O[Si](C)(C)C(C)(C)C (some centres undefined),-55*,92,-91*,-96*,-48*,-62*,-13*,-38*,-13*
C[C@H]1c2[nH]c3ccccc3c2C[C@H]2C(=O)N(CCCCCCC(=O)NO)CC(=O)N21,97,101,80,90,65,93,93,81,83
CC(=O)O[C@H]1CC[C@]2(C)[C@H]3CC=C4[C@@H]5[C@@H](C)[C@H](C)CC[C@]5(C(=O)OCC(COC(=O)C(Cl)Cl)(COC(=O)C(Cl)Cl)NC(=O)C(Cl)Cl)CC[C@@]4(C)[C@]3(C)CC[C@H]2C1(C)C,63,80,68,61,75,93,76,85,109
N#Cc1c(-c2ccc(Cl)cc2Cl)c(C(N)=O)c(N)n(Cc2nc3ccccc3[nH]2)c1=O,98,94,x,95,97,60,95,111,102
O=C(CCl)N1CCN(C/C=C/c2ccccc2)CC1,82,100,116,96,80,41,86,111,94
COc1cc(-c2nc(-c3nnc(-c4ccccc4Cl)o3)c3ccccn23)cc(OC)c1OC,77,85,86,68,48,111,91,93,84
CN1N=C2c3cn(C)cc3CCC2C1=O (centres undefined),96,107,122,104,102,114,107,x,120
CCOC(=O)N(Cc1ccccc1)Cc1ccccc1,100,97,120,101,102,78,110,96,131
O=C(OCCO)c1ccccc1,96,109,118,91,97,109,103,88,105
c1nc2nonc2nc1C12CC3CC(CC(C3)C1)C2,82,80,84,98,89,87,65,85,69
COc1ccc(N2CCN(c3nc(-c4ccncc4)nc4sc5c(c34)CCCCCC5)CC2)cc1,89,99,90,80,94,97,x,98,93
CCCC/C=N/N1C(=S)N(Cc2ccccc2)[C@]23OC(N)=C(C#N)[C@]12C(=O)c1ccccc13,104,91,101,99,85,104,101,114,x
CCOP(=O)(OCCCl)c1nc(-c2ccc(C)cc2)oc1NCc1ccccc1 (centres undefined),68,91,75,80,79,62,84,98,99
CCCCCCCCCCCCCCCCNC(=S)N/N=C/c1ccccc1OCC,112,94,110,103,x,111,103,101,84

Additional structures.
SMILES	OVCAR-4	SK-OV-3	OVCAR-3	ACHN	OVCAR-8	IGROV1	RXF 393	OVCAR-5	A498
CN(C)CCNc1cc(-c2ccccc2)nc2ccccc12	-25*	36	-93*	-27*	-34*	-64*	-91*	-40*	52
O=C(O)c1cn(C2CC2)c2cc(N3CCN(C(=O)N/N=C/c4ccccc4)CC3)c(F)cc2c1=O	102	96	102	101	96	102	104	110	109
c1ccc2n[nH]nc2c1	106	104	108	111	108	112	114	102	x
COc1ccc2c(c1)CC[C@@]1(C)[C@H](C)C=C(I)[C@@]21CCCO	100	125	x	102	99	87	105	97	96
CC1(C)COC(c2ccc(Cl)cc2)OC1	97	112	105	98	110	133	109	98	89
CCN(CC)CCSc1nc2ccccc2s1	106	116	107	114	102	115	126	113	107
COc1ccc(C2=NN(c3ccccc3)C(c3ccc(OC)c(OCc4ccccc4)c3)C2)cc1OC (centres undefined)	90	93	106	110	96	84	98	110	101
NC(=O)c1c(NC(=O)c2ccc(F)cc2F)sc2c1CCC(=O)C2	27	103	15	8.0*	44	50	85	24	100
CCOC(=O)CSc1sc(C(=O)OCC)c(N)c1N(CC)S(=O)(=O)c1ccc(Cl)cc1	106	104	106	95	93	106	108	108	104
O=C(O)c1cccc2c1C(=O)N(c1ccc3c(c1)Cc1ccccc1-3)C2=O	x	114	122	113	107	125	110	116	104
Cc1ccc(-n2c(C3=C(O)c4ccccc4C3=O)nnc2-c2ccccc2)cc1	94	96	107	112	100	102	114	116	90
CCN(CC)c1ccc(/C=N/NC(=O)CSc2nc3ccccc3c(=O)n2CCc2ccc(S(N)(=O)=O)cc2)cc1	96	138	82	84	66	89	80	98	x
CCn1c(SCc2ccccc2)nnc1-c1nn(-c2ccc(Cl)cc2Cl)c(-c2ccc(Cl)cc2)c1C	53	86	57	46	77	84	80	81	86
COc1ccc(Nc2nc(N)nc3c2CCc2occc2-3)cc1	97	98	103	104	102	102	114	106	98
O=C1c2ccccc2C(=O)c2c1cccc2N1CCCC1	86	85	101	86	107	87	108	100	82
Nc1cc(N)c(N)cc1N	25	98	-55*	8.6*	63	48	51	-9.0*	100
CCSC(SCC)C(O)C(O)C(O)C(C)O (centres undefined)	94	94	108	99	101	111	107	94	53
NS(=O)(=O)Oc1ccc2nc(Nc3ccc(F)c(F)c3)ccc2c1	89	111	x	86	96	94	97	92	75
Ic1cccc2ccccc12	107	109	112	105	109	109	97	101	94
